Screening results as filed in PubChem BioAssay.
HSF1 activator – increases HSF-1 driven luciferase reporter signal. NIH3T3-HGL HSF-1 luciferase reporter, MG132, 8 h; 100% = twice DMSO control signal. activation, % at 9 µM. hit rate 1.7% among 300,000. AID 504408;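 active = mean replicate activation of at least 50% with a set share of replicates each reaching 50%; inconclusive = only one of those two conditions met; inactive = mean below 50% and too few replicates reaching it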;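 note: 0% = median of the neutral control wells and 100% = twice that signal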
IEC-6 cytotox – kills IEC-6 intestinal cells in KLF5 counter-screen. IEC-6 cytotoxicity, luminescence viability. inhibition, % at 5 µM. hit rate 0.78% among 290,000. AID 1825; in the data active = inhibition above about 22%;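 note: 0% = plate median of test compound wells and 100% = cytotoxic reference compound wells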
HSP90 refold inh – inhibitors of HSP90 luciferase refolding in rabbit reticulocyte lysate; luciferase refolding luminescence, 3 h; inhibition, % at 5.6 µM; hit rate 0.91% among 290,000; AID 1789;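 active = inhibition above the screen-wide mean plus 3 SD, computed separately per campaign, cut at about 16% in these data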;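 note: 0% = DMSO wells and 100% = 60 µM geldanamycin wells; inhibitors lower the luminescence because luciferase stays unfolded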
GSK3A inh – blocks human GSK-3 alpha kinase; inhibition, % at 10 µM; hit rate 0.1% among 320,000; ADP-Glo luminescence, 60 min;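 in the data active = inhibition above about 50%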;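 note: GST-tagged GSK-3 alpha with peptide substrate and 25 µM ATP; 0% = DMSO neutral wells and 100% = GW8510 positive control wells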
Target sequence (P49840 whole entry, looked up): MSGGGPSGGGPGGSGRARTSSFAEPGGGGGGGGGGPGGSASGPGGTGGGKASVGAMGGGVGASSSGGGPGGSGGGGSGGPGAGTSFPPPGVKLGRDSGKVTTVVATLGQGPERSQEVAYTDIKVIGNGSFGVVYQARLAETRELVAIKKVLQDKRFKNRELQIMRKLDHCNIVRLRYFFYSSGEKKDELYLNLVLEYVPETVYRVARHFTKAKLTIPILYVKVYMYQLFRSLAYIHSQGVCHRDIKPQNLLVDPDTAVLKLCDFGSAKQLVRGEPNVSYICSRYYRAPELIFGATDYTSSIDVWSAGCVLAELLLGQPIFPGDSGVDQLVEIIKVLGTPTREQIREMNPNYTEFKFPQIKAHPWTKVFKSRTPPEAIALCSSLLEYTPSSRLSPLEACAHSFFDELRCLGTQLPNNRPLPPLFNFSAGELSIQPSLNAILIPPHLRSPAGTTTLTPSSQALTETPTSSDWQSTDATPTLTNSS
KLF5 inh – inhibitors of KLF5 expression | hit rate 0.23% among 290,000 | inhibition, % at 5 µM | DLD-1 KLF5 promoter-luciferase reporter, luminescence;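 active = inhibition above a per-plate limit of that plate's mean compound inhibition plus 3 SD, cut at about 60% in these data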;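 note: 0% = DMSO wells and 100% = LY294002 at 200 µM; higher means less KLF5 promoter-driven luciferase light; inactives centre near -14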
PolyA inhibitor – yeast polyadenylation inhibition. S. cerevisiae SKY197-pL101 polyadenylation reporter, beta-gal luminescence; efflux-impaired pdr1/pdr3 knockout yeast; score 100 = 6 SD above DMSO. calls only at 12 µM. hit rate 0.02% among 300,000. AID 1875;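 active = lowest replicate activity score at least 50, where 100 means six control SD above control mean; inconclusive = lowest score under 50 but half or more replicates reach 50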;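 note: yeast exposed to compound for 9 h at 30 °C; higher score means more reporter readthrough which indicates perturbed polyadenylation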
GSK3beta inhib – human GSK3beta kinase inhibition. hit rate 0.038% among 300,000. GST-GSK3beta kinase, ADP-Glo luminescence, 60 min; hits give low values. P49841. activity score (negative = inhibition), % at 10 µM;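 active = more than half of replicate wells score below -50%, meaning over 50% inhibition versus plate controls; inconclusive = some replicates but at most half score below -50%; inactive = no replicate scores below -50%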;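 note: 0% = median DMSO wells and -100% = median GW8510 positive control wells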
Target sequence (P49841 whole entry, looked up): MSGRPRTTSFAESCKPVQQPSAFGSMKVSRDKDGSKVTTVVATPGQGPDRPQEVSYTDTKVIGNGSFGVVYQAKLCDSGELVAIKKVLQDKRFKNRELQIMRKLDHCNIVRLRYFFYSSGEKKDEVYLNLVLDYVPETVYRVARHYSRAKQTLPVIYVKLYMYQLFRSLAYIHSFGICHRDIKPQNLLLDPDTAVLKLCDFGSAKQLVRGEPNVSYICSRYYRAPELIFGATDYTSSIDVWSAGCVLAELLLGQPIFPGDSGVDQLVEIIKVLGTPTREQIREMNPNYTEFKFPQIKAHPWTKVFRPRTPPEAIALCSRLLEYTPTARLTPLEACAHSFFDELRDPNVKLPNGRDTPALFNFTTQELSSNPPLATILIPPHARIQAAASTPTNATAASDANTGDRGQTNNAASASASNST
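Assay system: GST-fused GSK3beta enzyme, cell-free / Medium: Tris pH 7.5 buffer with MgCl2, DTT, BSA, heparin / Also added: peptide substrate plus 25 µM ATP (final) / Compound: 10 µM single point / Timing: kinase reaction with compound 60 min at room temperature / Detection: ADP-Glo luminescence / Benchmarks: DMSO neutral wells and GW8510 at 20 µM as positive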
aSyn UTR inh – 5' untranslated region of α-synuclein, MLPCN primary screen; inhibition, % (tested at 7.5 µM); hit rate 0.82% among 300,000; alpha-synuclein 5'UTR reporter, inhibitor activity; in the data active = inhibition above about 60%; inconclusive = no clear call, values can overlap the other calls;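 note: H4 neuroglioblastoma cells stably carrying SNCA 5'UTR luciferase fusion; 0% = DMSO wells and 100% = positive control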
AI-2 QS modul – Vibrio harveyi AI-2 quorum sensing modulation | activity change, % at 7.5 µM | hit rate 0.4% among 300,000 | Vibrio harveyi JMH597 AI-2 luminescence/OD600 ratio, 9 h; hits give low values; strain lacks LuxN and CqsS sensors; 0 = neutral-control median | AID 2094; in the data active = activity change below about -75%, passing the limit was not always enough; inconclusive = no clear call, values can overlap the other calls;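 note: luminescence divided by OD600 gain over 9 h not by final OD600 alone; inactives centre near 13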
HSF1 inh – HSF1 inhibition. NIH3T3-HGL HSE-luciferase, MG132-induced, luminescence 8 h; hits give low values. hit rate 0.77% among 300,000. AID 2098. activity change, negative = inhibition, % at 7.5 µM (by protocol);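 active = more than half of replicate wells show activity change below -50%, luminescence cut by over half; inconclusive = some wells, but at most half, below -50%; inactive = no replicate well below -50%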;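 note: luciferase reports HSF-1 transcriptional activity via heat shock element; 0% = median of DMSO wells and -100% = zero luminescence signal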
Starred values were filed as active, the others as inactive; i = inactive; ? = inconclusive; . = not tested or not shown. The list is partial. The share of hits here may be higher or lower than overall.

Molecule	HSF1 activator	IEC-6 cytotox	HSP90 refold inh	GSK3A inh	KLF5 inh	PolyA inhibitor	GSK3beta inhib	aSyn UTR inh	AI-2 QS modul	HSF1 inh
CC(C)[C@H](NC(=O)N1CCn2c1nc1ccccc12)C(=O)N[C@@H](C(=O)O)c1ccccc1	-2.2	-1.4	-4.4	-2.4	-18.9	i	0.7	12.8	10.9	3.9
COc1cc(Cl)c(C)cc1NC(=O)CSc1cc(Cl)ccc1Cl	-0.2	0.4	1.4	7.8	4.3	i	2.2	2.0	47.6	4.8
CC(=O)NC(c1ccc(Cl)cc1Cl)c1ccc2cccnc2c1O (stereo unspecified)	-46.2	48.7*	9.0	-3.6	59.5	i	3.3	85.9*	-83.6*	-44.2
O=C1c2ccccc2C(O)(Cc2ccccc2)N1C1CCCCC1 (stereo unspecified)	-2.2	-8.0	-2.1	.	-3.0	i	-2.7	0.0	18.1	-0.7
COC(=O)CNC(=O)C1Cc2ccccc2CN1S(=O)(=O)c1cccs1 (stereo unspecified)	-3.9	-11.7	-3.1	-2.0	-22.9	i	-1.5	17.0	41.1	-3.4
Cc1cc(C)n(CC(O)COCc2ccccc2)n1 (stereo unspecified)	12.1	-0.3	1.8	-1.0	-5.3	i	-0.6	3.7	-5.6	3.3
CCOC(=O)C1CCCN(C(=S)Nc2cccc(Cl)c2)C1 (stereo unspecified)	7.4	-4.6	-2.5	0.2	-17.9	i	11.3	12.2	14.2	6.4
O=C(NNC(=O)C12CC3CC(CC(C3)C1)C2)c1ccccn1	3.4	22.1*	3.9	-0.2	39.2	i	-2.2	-49.7	63.7	9.0
CC(C)(C)n1nnnc1CN1CCSCC1	-14.7	-0.9	-1.2	-1.7	-11.1	i	-4.4	-4.7	19.1	0.7
O=C(c1ccc([N+](=O)[O-])cc1)N(Cc1cccs1)C1CCS(=O)(=O)C1 (stereo unspecified)	7.7	-1.6	-3.5	-2.1	-20.0	i	3.3	10.0	21.5	-0.8
Cc1ccc(-n2[nH]c(C)c(C=NCc3ccncc3)c2=O)cc1	19.9	2.6	1.2	0.7	-24.6	.	-2.2	-65.3	5.0	15.0
c1ccc(-c2cc(-c3nc(-c4ccccn4)no3)c3ccccc3n2)cc1	-0.9	0.6	2.1	-3.1	-0.5	i	3.4	1.9	11.2	-0.6

Other entries.
Molecule	HSF1 activator	IEC-6 cytotox	HSP90 refold inh	GSK3A inh	KLF5 inh	PolyA inhibitor	GSK3beta inhib	aSyn UTR inh	AI-2 QS modul	HSF1 inh
Cc1ccc(S(=O)(=O)CCC(=O)N2CCN(c3ccccc3F)CC2)cc1	-2.6	-2.9	2.5	-1.2	-4.3	i	-0.7	-5.5	13.5	-3.1
Cc1nn(Cc2ccccc2)c(Cl)c1C(=O)OC(C)C#N (stereo unspecified)	-7.9	9.3	2.8	-0.9	-0.6	i	4.2	12.9	23.4	-3.1
CC(C)CN1C2CCCC1CC(NC(=O)c1ccc([N+](=O)[O-])cc1)C2 (stereo unspecified)	-1.9	-0.1	-1.4	-1.6	-14.3	i	-3.8	10.1	17.1	-1.4
CCOc1ccc(NC(=O)N2CCCC2C(=O)NCC2CCCO2)cc1 (stereo unspecified)	-6.7	-6.6	-1.6	0.1	-5.1	i	-0.6	1.3	-0.2	-7.0
CCOC(=O)c1c(CN2CCN(C)CC2)oc2ccc(OC)cc12	-0.6	3.5	-0.5	-2.2	-5.2	i	-1.9	0.9	8.5	-7.1
COc1cc(OC)cc(C(=O)N2CCN(C(=O)c3cccnc3)CC2)c1	-4.0	-3.9	-2.3	-0.1	-11.6	i	3.7	4.5	14.2	-5.8
C=CCN(c1ccc(C(=O)NC(C)C)cc1)S(C)(=O)=O	19.2	-2.1	1.9	.	-24.4	i	-0.6	9.1	6.6	-3.4
CC(C)C(=O)Nc1cccc(-c2nc3ncccc3o2)c1	-67.2	4.9	-0.1	17.3	-18.1	i	-0.3	-26.7	4.7	?
CC(C)N(C(=O)NC(=O)Nc1ccc(S(=O)(=O)N2CCCC2)cc1)S(C)(=O)=O	-9.2	-0.6	2.2	-1.4	-40.0	i	-6.9	7.5	17.1	0.7
C=CCCC(=O)Nc1nc(C)c(-c2csc(Nc3cccc(OC)c3)n2)s1	-5.7	5.6	2.6	3.4	-3.4	i	-1.9	-28.0	22.5	6.5
Cn1c(=O)c2c(nc(CN3CCOCC3)n2CCc2ccccc2)n(C)c1=O	4.7	-6.9	-1.5	0.6	16.2	i	-1.7	5.8	24.3	-3.1
CCOC(=O)C1=C(C)N(C)C(=O)NC1c1cccc2ccccc12 (stereo unspecified)	-15.6	4.9	2.0	-1.2	4.1	i	.	3.3	.	7.6

Additional results
Molecule	HSF1 activator	IEC-6 cytotox	HSP90 refold inh	GSK3A inh	KLF5 inh	PolyA inhibitor	GSK3beta inhib	aSyn UTR inh	AI-2 QS modul	HSF1 inh
CC(=O)Nc1ccc(S(=O)(=O)N2CCC(C(=O)c3ccc(Cl)cc3)CC2)cc1	23.1	-1.3	-1.9	-2.3	-38.8	i	1.7	-11.3	27.3	8.6
CC(=O)c1sc(-c2ccc(F)cc2)cc1NS(=O)(=O)c1ccc(C)cc1	-8.2	0.5	-0.7	-3.5	6.3	i	0.3	18.1	-12.1	-4.7
O=c1c2ccccc2nnn1CSc1nnnn1-c1ccccc1	20.6	3.1	-2.7	-2.9	-39.1	i	-2.3	-60.4	30.9	21.2
CCOc1ccc(NC(=O)C(Cc2ccccc2)NC(=O)C2CCCCC2)cc1 (stereo unspecified)	-10.8	1.7	2.1	-2.3	-16.1	i	4.8	31.2	15.4	4.4
CCCCN1C2CCCC1CC(NC(=O)c1ccc(OC)c(OC)c1)C2 (stereo unspecified)	-1.3	-0.3	-1.4	-2.6	-20.2	i	2.4	-19.7	3.4	8.8
CCC1(O)CC(c2ccccc2)=NN1C(=O)c1ccccc1F (stereo unspecified)	5.0	.	.	-0.4	.	i	0.5	-18.6	22.7	1.1
Cc1c(C(=O)N2CCN(c3ccccn3)CC2)sc2ncnc(N3CCOCC3)c12	-12.8	-0.5	-3.9	-0.7	-9.1	i	1.7	13.8	15.2	-4.1
COc1ccccc1CNC(=O)C1CCC(CNc2c(N3CCCCC3)c(=O)c2=O)CC1 (stereo unspecified)	28.3	1.5	-5.9	10.5	0.7	i	2.5	-21.5	12.6	1.0
CCOC(=O)c1sc2cccc(F)c2c1N	44.2	4.4	0.1	2.9	-1.2	i	-3.4	-38.8	10.0	3.4
C(=C(c1ccccc1)c1ccccc1)c1ccccn1	3.4	.	.	-3.0	.	i	1.0	8.8	2.7	3.1
Cc1cccc(-c2noc(Cc3ccccc3)n2)c1	22.4	2.4	-1.7	-4.1	-39.2	i	0.7	-169.5	-69.0	16.0
CC(C)CCNC(=O)c1ccc2c(SCC(=O)O)c3c(nc2c1)CCC3	-88.8	-8.9	0.3	-1.3	-0.8	i	0.1	-18.8	34.4	-85.9*

Remaining list, next part
Molecule	HSF1 activator	IEC-6 cytotox	HSP90 refold inh	GSK3A inh	KLF5 inh	PolyA inhibitor	GSK3beta inhib	aSyn UTR inh	AI-2 QS modul	HSF1 inh
O=C(Nc1ccc(N=Nc2ccccc2)c(NC(=O)C2CCCO2)c1)C1CCCO1 (stereo unspecified)	44.3	0.3	-0.2	-1.1	-14.5	i	4.5	25.7	1.0	10.4
CCCCNC(=O)Cn1nc(-c2ccc(C)cc2)ccc1=O	-4.4	-6.6	-3.7	-0.7	-35.3	i	1.2	-1.2	6.2	0.2
c1ccc2[nH]c(CSc3ncnc4c3oc3ccccc34)nc2c1	11.4	11.1	1.5	0.3	-5.8	i	0.4	-49.4	-9.6	10.4
COc1ccc(C(C(=O)NC(C)(C)C)N(Cc2cccs2)C(=O)CCC(=O)Nc2cc(C)on2)cc1 (stereo unspecified)	-18.8	3.0	0.0	1.7	-12.2	i	.	-4.2	.	-0.9
Cc1c(CBr)[n+](=O)c2c(n1[O-])C(Br)CCC2Br (stereo unspecified)	10.9	2.2	5.1	-1.5	1.3	i	-5.2	3.9	6.7	5.2
CN(C)c1nc(-c2ccccn2)nnc1-c1ccccc1	-18.5	12.0	4.0	-1.5	22.2	i	2.1	79.3*	2.8	2.7
Cc1cc(-c2nnc(SCC(=O)Nc3cccc(F)c3)n2N)n[nH]1	21.6	-2.7	-2.1	-2.2	-32.4	i	-2.5	-4.5	22.8	2.0
Cc1ccc(OCc2nnc(SCC(=O)c3cccc([N+](=O)[O-])c3)n2C)cc1	7.7	2.8	-0.6	-1.2	-25.4	i	-4.3	42.3	12.9	10.0
COc1ccc(CNC(=O)c2ccc(NC(=O)CC3SC(N4CCCCC4)=NC3=O)cc2)cc1 (stereo unspecified)	8.1	-0.6	-0.5	-1.2	-12.6	i	-4.5	16.6	28.6	1.3
CC(C)(C)OC(=O)N1CCC(C(=O)NNC(=O)c2ccc(Cl)cc2Cl)CC1	-12.5	1.0	2.2	-2.6	-9.3	i	1.1	-6.3	-7.4	3.0
COc1ccc(OC)c(NC(=O)CSc2ccccc2)c1	29.7	8.7	-0.1	-0.5	-16.2	i	-3.2	1.0	9.0	8.8
CCN(CC)C(=O)Cn1c(=O)oc2ccccc21	-2.4	0.4	-1.3	-0.9	-20.3	i	-0.7	3.0	16.3	-4.5
Cc1ccc(S(=O)(=O)CCc2ccccn2)cc1	-11.2	-1.5	6.7	-0.5	-1.5	i	3.5	17.8	8.4	-6.9
CCC(C)N(C)Cc1cccc(C2(O)CCN(S(=O)(=O)c3ccc(F)c(C)c3)CC2)c1 (stereo unspecified)	6.0	8.7	7.0	.	-21.3	i	-0.4	29.6	37.0	-4.3
COc1ccc(OC)c(/C=C/C(=O)N(C)CC(=O)Nc2ccc(C)cc2)c1	-14.5	2.6	0.7	-0.6	-17.2	i	-0.9	3.0	5.7	-6.2
